# AID inh – blocks human AID cytidine deaminase activity. AID deamination FRET fluorescence, UDG-coupled, 4 h. Potency, µM (doses to about 115 µM), for the others: at the highest dose activity change, negative = inhibition, actives largely listed as inhibitors. hit rate 0.32% among 91,000. AID 1347428; also: nearly all actives have a fitted effect of over 25% in size
# Target sequence (Q9GZX7 whole entry, looked up): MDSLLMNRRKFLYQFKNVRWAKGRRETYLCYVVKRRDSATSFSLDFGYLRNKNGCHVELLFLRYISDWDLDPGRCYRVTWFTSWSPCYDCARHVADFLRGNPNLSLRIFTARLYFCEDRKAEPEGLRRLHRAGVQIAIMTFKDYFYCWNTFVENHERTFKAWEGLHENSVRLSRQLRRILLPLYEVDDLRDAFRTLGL
# UDG counterscr – blocks uracil-DNA glycosylase in AID counter-screen. Potency, µM (top dose mostly 115 µM), for the others: at the top dose activity change, negative = inhibition, most hits filed as inhibitors. hit rate 0.14% among 91,000. AID 1347430. FRET deamination/UDG coupled assay, UDG read, 4 h; also: nearly all actives have a fitted effect of over 65% in size
# The depositor's hits bear a star; ? = inconclusive; [ ] = another dose, or the depositor's remark. Calls follow the shape of the dose curve; as a rule, active = well fitted curve in the direction sought with a large enough effect; inconclusive = small, poorly fitted or top-dose-only effect, or another doubt; inactive = no such curve, though single readings can be large; an effect the other way counts as inactive or inconclusive. % is scaled to controls: 0 for no effect and ±100 for the full control effect; potency is read from the fitted curve at half-maximal effect. These rows are one share of the data; rates above refer to the full screens.
SMILES,AID inh,UDG counterscr
COC(=O)CNC(c1ccccc1)c1cc(Br)ccc1NC(=O)c1cc(OC)c(OC)c(OC)c1 (stereo not drawn),6%,4%
O=C(CCc1ncc(-c2ccc(F)cc2)o1)N1CCN(S(=O)(=O)c2ccc(F)cc2F)CC1,5%,-3%
COc1ccccc1OCCNC(=O)c1cc(=O)c2ccccc2o1,1%,5%
O=CN1CCN(C(C(=O)O)c2cn(Cc3ccccc3)c3ccc(C(=O)O)cc23)CC1 (stereo not drawn),0%,-3%
CCCCc1ccc(NC(=S)N(Cc2ccccc2)Cc2ccccc2)cc1,0%,3%
Cc1ccc(C)c(N2CCN(c3cc(C)nc4c(-c5ccc(Cl)cc5)c(C)nn34)CC2)c1,-18%,-30%
COc1cccc2cc(-c3nc(-c4cccs4)no3)c(=O)oc12,2%,-9%
CCc1ccc(-n2nc(C)c3c(C(=O)Nc4cc(C)ccc4C)cc(C)nc32)cc1,5%,5%
Cc1c(Cl)ccc2sc(NC(=O)c3ccc(S(=O)(=O)N4CCCc5ccccc54)cc3)nc12,-1%,-3%
Clc1ccc(/C=N/N=C(c2ccccc2)c2ccccc2)cc1,-16%,-12%
O=C(Nc1ccc(Cl)cc1)N1CCN(c2ccc3nnc(-c4ccc(F)cc4)n3n2)CC1,?,-2%
CC(=O)Nc1cccc(NC(=O)CSc2nccn2Cc2ccco2)c1,-4%,5%
CCOc1ccc(-c2nc(Cn3c(=O)cc(-c4ccccc4)c4c(C)nn(C)c43)c(C)o2)cc1,-1%,-5%
O=C(c1ccc(OC(F)(F)F)cc1)N1CCC(NS(=O)(=O)c2cccs2)CC1,2%,-3%
Clc1ccc(Sc2ccc(Sc3ccc(Cl)cc3)nn2)cc1,-5%,0%
CC(C)Oc1ccc(CNC(=O)c2ccc(Cn3c(=O)c4cccn4c4cccnc43)cc2)cc1,3%,-4%
CCOc1ccccc1NC(=O)c1c(NC(=O)Cc2ccccc2)sc2c1CCCC2,-20%,-2%
Cc1ccc(NS(=O)(=O)c2ccc3c(c2)NC(=O)C(C)C(=O)N3)cc1F (stereo not drawn),65%,-7%[57.5 µM]
N#Cc1c(N)n[nH]c1CCCNc1nc(-c2ccccc2)nc2ccccc12,-2%,-2%
CC(Sc1nc2c(c(=O)[nH]1)CCCC2)C(=O)Nc1cc(C(F)(F)F)ccc1Cl (stereo not drawn),-17%,7%

# Three entries already listed, sorted by count of non-hydrogen atoms, smallest number first.
SMILES,AID inh,UDG counterscr
COc1cccc2cc(-c3nc(-c4cccs4)no3)c(=O)oc12,2%,-9%
CCOc1ccccc1NC(=O)c1c(NC(=O)Cc2ccccc2)sc2c1CCCC2,-20%,-2%
CCOc1ccc(-c2nc(Cn3c(=O)cc(-c4ccccc4)c4c(C)nn(C)c43)c(C)o2)cc1,-1%,-5%

# Following part.
SMILES,AID inh,UDG counterscr
NC(=O)C1CCC(NC(=O)C2(c3cccc(Cl)c3)CCC2)CC1 (stereo not drawn),-2%,0%
CCOCCCN(Cc1ccco1)S(=O)(=O)c1cc2c(cc1Cl)NC(=O)CO2,43%[activator],13%
CCCCCOc1ccc2c(C)c(CCCCC)c(=O)oc2c1,1%,1%
CC(CC(=O)Nc1ccc(F)cc1F)n1ccnc1 (stereo not drawn),-9%,4%
COc1ccc(OC)c(CNCc2c(C(=O)O)n(Cc3ccccc3)c3cc(OC)ccc23)c1,-3%,1%
COc1ccc(CCNC(=O)C(C)n2c(=O)cc(-c3ccccc3)c3c(C)nn(C)c32)cc1OC (stereo not drawn),-13%,17%
COc1cccc(CNC(=O)C2CCN(S(=O)(=O)c3ccc4c(c3)CCCN4C(C)=O)CC2)c1,-2%,7%
CC1=C(C(=O)Nc2ccccc2)C(c2ccc(F)cc2)N=C(Nc2nc3ccccc3o2)N1 (stereo not drawn),-11%,4%
O=C(O)c1cccc2c(Cl)cccc12,2%,-6%
CCN(CC)S(=O)(=O)c1ccc2c(c1)N(CC(=O)NCc1ccc(F)cc1)C(=O)CO2,-4%,-5%
O=C(Nc1ccc(N2CCOCC2)c(C(=O)O)c1)c1ccc(Br)cc1,-4%,7%
COc1ccccc1NC(=O)Cn1ccn(-c2cc(C)cc(C)c2)c(=O)c1=O,4%,-9%[57.5 µM]
CCC(=O)Nc1cc(-c2nc3ccccc3s2)c(Cl)cc1Cl,-1%,-11%
CCOc1cc(CNC(=O)c2ccc3c(c2)NC(=O)C2CCCCN32)cc(OCC)c1OCC (stereo not drawn),55%[activator],22%
CCOC(=O)c1c(C)oc2nc(C)nc(Nc3cc(C)ccc3OC)c12,11%,2%
O=[N+]([O-])c1c(Nc2cccc(Cl)c2Cl)cc(Cl)c2nonc12,-14%,-3%
CCc1ccc(C23OC(=O)C(C)(C)C2OC(=O)C3(C)C)cc1 (stereo not drawn),-5%,-7%
CC1=C(C(=O)OC(C)(C)C)C(c2ccccc2Cl)NC(=S)N1 (stereo not drawn),1%,-3%
CCOC(=O)C(C)Oc1ccc2c(=O)c(-c3csc(C)n3)coc2c1 (stereo not drawn),-7%,-7%
C#Cc1cccc(NC(=O)C(C)OCC)c1 (stereo not drawn),11%,9%
CCOC(=O)c1[nH]c(C)c(CCC(=O)N2CCN(c3cccc(C)c3C)CC2)c1C,-22%,-5%
Nc1nccnc1C(=O)NCCc1c[nH]c2ccccc12,-3%,-9%
CCCCn1c(=O)[nH]c(=O)c2c1nc(CSc1nnnn1-c1ccc(C)cc1C)n2CCC,-2%,2%
Cn1nc(C(=O)N2CCN(C(c3ccccc3)c3ccccc3)CC2)c2ccccc2c1=O,-13%,-5%
O=C(Nc1nn[nH]n1)c1ccc(Cl)c(S(=O)(=O)N2CCOCC2)c1,-7%,5%
COC(=O)c1c(NC(=O)/C=C/c2ccc(OC)c(OC)c2)sc2c1CCC2,7%,-5%
CCOc1ccc(NS(=O)(=O)c2ccc(C(=O)N(C)C)s2)cc1,-1%,19%
O=C(O)c1ccc(C(=O)O)s1,-6%,-8%
CCCCCCCCCc1ccc(C(=O)O)cc1,?,0%
COC(=O)c1cc(-c2ccc(Cl)cc2)on1,-5%,-12%
CCN(CC)CCNC(=O)c1sc2ncccc2c1-n1cccc1,23%,-12%
COc1cccc(C2CC(=O)Nc3c2c(=O)[nH]c2ncnn32)c1OC (stereo not drawn),13%,1%
C/C(Cc1ccccc1)=N\NC(=O)C(C)C,1%,-1%
O=[N+]([O-])c1cc(-c2nc(-c3ccccc3)no2)ccc1NC1CCCCC1,-1%,?
Cc1nn(CC(O)COc2ccc(Oc3ccccc3)cc2)c(=O)c2ccccc12 (stereo not drawn),-21%,-16%
N#Cc1cccc(NC(=O)Cn2nc(Cc3ccncc3)c3ccccc3c2=O)c1,5%,-3%[57.5 µM]
CC(=O)Nc1ccc2oc(-c3cc(C)cc(C)c3)nc2c1,-8%,0%
CCn1ccc2cc(S(=O)(=O)N3CCC(C(=O)NCCc4ccccc4)CC3)ccc21,10%,3%
Cc1nc2ccc(S(=O)(=O)N(CC(=O)Nc3cccc(F)c3)Cc3ccccc3)cc2s1,4%,-1%
Cc1ccc(-c2cc(C(=O)NC(C)C3CC3)c3ccccc3n2)o1 (stereo not drawn),2%,3%
CCOC(=O)c1[nH]c2ccccc2c1NC(=O)c1ccc(OC(C)C)cc1,14%,4%
O=C(COc1ccc(F)cc1)Nc1cccc(OCc2cc(=O)n3ccccc3n2)c1,0%,10%
Cc1c(C)n(Cc2ccc(F)cc2)c2ccc(C(=O)NCc3ccco3)cc12,14%,?
CSc1ccc(CCNC(=O)c2ccc3c(c2)nc2n3CCOC2)cc1,9%,76%[activator]
Cc1ccccc1Cn1c(=O)n(-c2ccc(Cl)cc2)c(=O)c2c3c(sc21)CCCC3,12%,1%
FC(F)(F)c1cnc(SCc2cn3ccsc3n2)c(Cl)c1,-14%,-2%
Cc1ccc(/C=C2\Cc3ccccc3C2=O)cc1,-1%,-5%
Cc1ccc(NC(=O)C2CCCN(c3nnc(C)c4c(C)n(-c5ccccc5)nc34)C2)c(Cl)c1 (stereo not drawn),1%,13%
CCOc1ccc(NC(=O)c2cnn(-c3ccc(C)c(Cl)c3)c2C2CCNCC2)cc1,?,-7%
Cc1cc(C)cc(C(=O)NCC(C)C)c1,14%,9%
O=C(Nc1ccc2cc[nH]c2c1)C(=O)NC1CCCCC1,11%,1%
Cc1ccc(-n2c(=O)c3c(c4cc(C)ccc4n3C)n(CC(=O)NCc3ccccc3Cl)c2=O)cc1,18%,-7%
COC(=O)c1cc(-c2c(C)oc3cc(OC)ccc3c2=O)c(C)o1,-8%,?
CCCCN(CCCC)CC(C)(C)NS(=O)(=O)c1ccccc1,-23%,?
Cc1cc(C)c2c(c1)NC(=O)C2(O)c1c[nH]c2ccccc12 (stereo not drawn),2%,4%
Cc1ccc(NC(=O)C2CCC(C)CC2)cc1 (stereo not drawn),-3%,-10%
O=C(Cn1c(=O)n(-c2ccccc2)c(=O)c2ccc(C(=O)NCc3ccc4c(c3)OCO4)cc21)Nc1ccc(Br)cc1F,10%,-3%
CC(=O)Nc1ccc(Nc2nnc(-c3ccc(C)c(S(N)(=O)=O)c3)c3ccccc23)cc1,-16%,-10%
CC(=O)c1ccc(OCC(O)CN2CCCC(C(F)(F)F)C2)cc1 (stereo not drawn),4%,3%
CC(NC(=O)c1ccc[n+]([O-])c1)c1cccc2ccccc12 (stereo not drawn),7%,3%

# One compound at a time, from the list above. Screens in order: AID inh	UDG counterscr
# Cc1ccc(/C=C2\Cc3ccccc3C2=O)cc1 is listed with -1%	-5%
# CC(NC(=O)c1ccc[n+]([O-])c1)c1cccc2ccccc12 (stereo not drawn) is listed with 7%	3%
# CC(=O)c1ccc(OCC(O)CN2CCCC(C(F)(F)F)C2)cc1 (stereo not drawn) is listed with 4%	3%
# CCOc1ccc(NC(=O)c2cnn(-c3ccc(C)c(Cl)c3)c2C2CCNCC2)cc1 is listed with ?	-7%
# CC(=O)Nc1ccc(Nc2nnc(-c3ccc(C)c(S(N)(=O)=O)c3)c3ccccc23)cc1 is listed with -16%	-10%

# Part of the list above, with two lines to a compound:
# Order of values – AID inh, UDG counterscr
CCN(CC)CCNC(=O)c1sc2ncccc2c1-n1cccc1
 : 23%, -12%
COc1cccc(C2CC(=O)Nc3c2c(=O)[nH]c2ncnn32)c1OC (stereo not drawn)
 : 13%, 1%
C/C(Cc1ccccc1)=N\NC(=O)C(C)C
 : 1%, -1%
O=[N+]([O-])c1cc(-c2nc(-c3ccccc3)no2)ccc1NC1CCCCC1
 : -1%, ?
Cc1nn(CC(O)COc2ccc(Oc3ccccc3)cc2)c(=O)c2ccccc12 (stereo not drawn)
 : -21%, -16%
N#Cc1cccc(NC(=O)Cn2nc(Cc3ccncc3)c3ccccc3c2=O)c1
 : 5%, -3%[57.5 µM]

# Remaining list, next part
SMILES,AID inh,UDG counterscr
N#Cc1ccc(COC(=O)c2cc(-c3ccccc3)c(N3CCOCC3)s2)cc1,4%,-1%
Cc1c(C(=O)O)cccc1-n1cccc1,0%,-7%
Cc1cc(N/N=C/c2c(O)ccc3ccccc23)nc(NCc2ccccc2)n1,17%,-2%
O=C(/C=C/c1ccccc1)c1ccc2cccc3c2c1CC3,-20%,-13%
COC(=O)c1c(NC(=O)c2ccc(S(=O)(=O)N(C)C3CCCCC3)cc2)sc2c1CCN(C)C2,111%[activator],-9%
C=C(C)CSc1nc2sc3c(c2c(=O)n1-c1ccccc1)CCC(C)C3 (stereo not drawn),-2%[57.5 µM],-9%[57.5 µM]
Cc1ccc(N2CCN(C(=O)Cn3ncc4c([nH]c5ccc(C)cc54)c3=O)CC2)c(C)c1,2%,30%[activator]
O=C(NCCC1=CCCCC1)C12CC3CC(CC(Cl)(C3)C1)C2,-16%,-7%
Cc1ccccc1Nc1sc(C(=O)c2ccc(F)cc2)c(N)c1C(=O)NCCc1ccccc1,287%[activator],-3%
O=C(Nc1cccc2ncccc12)C1CCCCC1,4%,-9%
Cc1ccc(-c2nc(SCC(=O)N3CCc4ccccc43)c3c(=O)n(C)c(=O)n(C)c3n2)cc1,-11%,-21%
CC(C)(C)c1nnc(Nc2cc(Cl)ccc2Cl)[nH]c1=O,4%,0%
CCSC1=N/C(=C\c2cc(C(C)(C)C)c(O)c(C(C)(C)C)c2)C(=O)S1,273%[activator],-5%
N#Cc1cccc(NCc2c(F)cccc2Cl)c1,-18%,-6%
COc1cc(OC)c(NC(=O)C(NS(=O)(=O)c2cccc3nsnc23)c2ccccc2)cc1Cl (stereo not drawn),2%,-13%
COc1ncccc1CNC(=O)Nc1nnc(C2CC2)s1,-1%,2%
Cc1cc2nc(CSc3nc4ccc(NC(=O)c5ccccc5)cc4s3)cc(=O)n2o1,-22%,-6%
N#Cc1ccccc1NC(=O)c1cc2c(s1)CCCC2,-13%,-4%
O=c1onc2n1-c1cc(Br)ccc1OC2,0%,-4%
CC(C)c1ccc(NC(=O)c2ccc3oc(=O)c(S(=O)(=O)c4ccc(F)cc4)cc3c2)cc1,17%,41%[activator]
Cc1ccc(CSCC(=O)N2CCN(c3cc(Cl)ccc3C)CC2)cc1,?,-13%[57.5 µM]
CC(OC(=O)c1cc2c(F)cccc2s1)C(=O)N1CCNC1=O (stereo not drawn),-15%,5%
N#Cc1c(Oc2ccccc2)cc(Oc2ccccc2)cc1SCc1ccccc1,-1%,-2%
CCN(C(=O)c1cc2c(s1)-c1ccccc1OC2)c1cc(Cl)ccc1OC,?,-5%

# Screening results (PubChem)
